# RGS8-Gao reg – modulates binding of RGS8 to human Galphao; P09471; multiplexed bead flow cytometry; actives lie on both sides; response (percent of control binding), % at 10 µM; hit rate 0.34% among 220,000; AID 1423; in the data active = response below about 60% or above about 140%; inactive = in between;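 note: Galphao activated as the GDP aluminium fluoride complex binding bead-coupled RGS8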
# Target sequence (P09471 whole entry, looked up): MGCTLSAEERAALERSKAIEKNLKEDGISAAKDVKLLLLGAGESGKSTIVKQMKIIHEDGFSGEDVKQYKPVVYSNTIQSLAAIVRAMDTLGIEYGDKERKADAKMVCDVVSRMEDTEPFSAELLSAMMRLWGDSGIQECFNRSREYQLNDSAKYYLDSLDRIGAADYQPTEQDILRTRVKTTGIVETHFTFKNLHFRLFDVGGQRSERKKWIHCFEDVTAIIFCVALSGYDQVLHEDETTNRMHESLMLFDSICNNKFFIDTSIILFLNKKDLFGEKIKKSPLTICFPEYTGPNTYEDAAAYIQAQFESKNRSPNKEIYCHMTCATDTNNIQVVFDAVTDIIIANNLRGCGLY
# Bcl-W Bim block – inhibitors of Bim-Bcl-W interaction, human; Q92843; bead-based flow cytometry, Bim peptide-Bcl-W binding; inhibition, % at 10 µM; hit rate 0.02% among 190,000;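 note: 0% = bound tracer without compound and 100% = peptide blocker; higher means less fluorescent Bim peptide bound to Bcl-W beads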
# Bim-Bcl-XL – inhibitors of Bim-Bcl-XL interaction, human. inhibition, % at 10 µM. Bim peptide-Bcl-XL binding, bead flow cytometry, fluorescence. hit rate 0.04% among 190,000
# Target sequence (Q07817 whole entry, looked up): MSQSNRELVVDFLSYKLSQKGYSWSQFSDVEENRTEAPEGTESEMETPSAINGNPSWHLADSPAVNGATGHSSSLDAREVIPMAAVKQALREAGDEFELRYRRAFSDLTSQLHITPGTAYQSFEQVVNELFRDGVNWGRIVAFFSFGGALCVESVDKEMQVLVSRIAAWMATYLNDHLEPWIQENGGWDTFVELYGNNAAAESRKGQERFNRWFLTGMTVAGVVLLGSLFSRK
# Bim-Bfl-1 – human Bim-Bfl-1 interaction inhibition | hit rate 0.12% among 190,000 | inhibition, % at 10 µM | AID 1008 | Bead-based flow cytometry, Bim-Bfl-1 binding inhibition;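 note: 0% = wells without compound plus tracer and 100% = blocker peptide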
# RGS4-Gao reg – modulates binding of RGS4 to human Galphao; P09471; Multiplexed bead flow cytometry; actives lie on both sides; hit rate 0.33% among 220,000; binding response (% of control), % at 10 µM; in the data active = binding response below about 49% or above about 150%; inactive = in between;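 note: fluorescent Galphao activated with aluminum fluoride binding bead-coupled RGS4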
# RGS7-Gao – human RGS7-Galphao interaction regulation; P09471; Multiplexed bead flow cytometry, RGS7-Galphao binding; actives lie on both sides; binding response (% of control), % at 10 µM; hit rate 0.35% among 220,000; AID 1439; in the data active = binding response below about 49% or above about 150%; inconclusive = no clear call, values can overlap the other calls; inactive = in between;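 note: fluorescent Galphao held in activated GDP-AlF4 state binding bead-coupled RGS7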
# GSH fluor – GSH bead compound fluorescence profile. AID 1776. GSH beads flow cytometry, compound fluorescence 488/530 nm; hits give high values. hit rate 0.25% among 190,000. fluorescence (KMESF) at 10 µM; in the data active = fluorescence above about 89;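 note: glutathione beads carrying GST-tagged Bcl family fusion proteins plus one bare bead set; values are compound well signal with DMSO vehicle wells as background; inactives centre near 16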
# Bim-Bcl-2 – human Bim-Bcl-2 interaction inhibition | inhibition, % at 10 µM | P10415 | Bead-based flow cytometry, Bim peptide-Bcl-2 binding | AID 950 | hit rate 0.06% among 190,000; in the data active = inhibition above about 40%; inconclusive = no clear call, values can overlap the other calls;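 note: 0% = no compound wells with probe peptide and 100% = reference peptide inhibitor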
# Target sequence (P10415 whole entry, looked up): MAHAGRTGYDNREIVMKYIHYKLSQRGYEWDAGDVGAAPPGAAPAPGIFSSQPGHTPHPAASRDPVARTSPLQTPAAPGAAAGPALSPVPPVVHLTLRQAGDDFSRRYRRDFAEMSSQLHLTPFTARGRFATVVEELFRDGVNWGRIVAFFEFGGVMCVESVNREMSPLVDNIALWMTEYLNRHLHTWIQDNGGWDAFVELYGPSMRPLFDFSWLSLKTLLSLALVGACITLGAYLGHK
# Bcl-B Bim block – inhibitors of Bim-Bcl-B interaction, human; bead-based flow cytometry, Bim peptide-Bcl-B binding; inhibition, % at 10 µM; hit rate 0.073% among 190,000;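 note: 0% = tracer peptide without compound and 100% = reference inhibitor peptide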
# ABCG2 block – human ABCG2 inhibition, ABCB1 as counter-screen. Q9UNQ0. IgMXP3 cells, JC-1 efflux, flow cytometry. inhibition, % at 6.6 µM. hit rate 0.1% among 190,000;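 active = inhibition above 80%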;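 note: 0% = DMSO and 100% = nicardipine control wells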
#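 Incubation: cells with compound and JC-1, 10 min at 25 °C, rotating, no wash / Test system: IgMXP3 (ABCG2) plus far-red-tagged CCRF-Adr (ABCB1) cells / Compound dosing: one concentration, 6.6 µM final / Also added: JC-1 fluorescent substrate / Evaluation: efflux inhibition in percent versus controls / Detection: flow cytometry, 530 nm JC-1 signal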
# ABCB1 inh – human ABCB1 inhibition, ABCG2 as counter-screen; hit rate 0.067% among 190,000; CCRF-Adr cells, JC-1 efflux, flow cytometry; P08183; AID 1326; inhibition, % at 6.6 µM; in the data active = inhibition above about 40%;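 note: 0% = vehicle and 100% = reference inhibitor; higher value means more JC-1 retained so stronger ABCB1 efflux block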
# Starred values were filed as active, the others as inactive; ? = inconclusive. Cut-off read from the data, not from the text of the source, unless noted: active = inhibition above about 40%.
SMILES,RGS8-Gao reg,Bcl-W Bim block,Bim-Bcl-XL,Bim-Bfl-1,RGS4-Gao reg,RGS7-Gao,GSH fluor,Bim-Bcl-2,Bcl-B Bim block,ABCG2 block,ABCB1 inh
C=CCNCCCCOc1ccc(C)cc1[N+](=O)[O-],101,0,-6,-17,101,102,28,-9,-8,-3,0.4
O=C(NC1CCCCC1)NC12CC3CC(CC(C3)C1)C2,100,0,0,-5,103,101,12,0,-3,0,0.1
CCOC(=O)C1CCN(Cc2cnc(Oc3ccc(N)cc3)s2)CC1,100,2,0,-7,97,98,11,-4,-5,-7,-4.4
O=C(CCc1ccccc1)OCC(=O)c1ccc(Br)cc1,100,-3,-6,-3,96,92,5,-2,-7,3,0.5
Cc1nnc(SCC(=O)NCc2cccs2)[nH]c1=O,101,1,-1,0,98,98,6,0,0,1,0.2
COC(=O)c1ccc(NC(=S)NC(=O)c2c(Cl)cnn2C)cc1,102,-7,-11,-14,104,102,20,-10,-10,3,-0.2
Cc1nc(Nc2ccccc2)[nH]c(=O)c1CCC(C)C,102,-4,-3,-2,100,103,19,-4,-2,2,0.6
COc1ccc(N(CC(=O)Nc2ccccc2SC)S(C)(=O)=O)cc1OC,101,2,0,-1,102,100,23,0,0,3,0.8
CCC/C(=N\NC(=O)c1ccc(CSc2nncn2C)cc1)c1ccccc1,98,-2,-8,-2,96,103,6,-3,-5,5,0.4
Cc1nc(CCNC(=O)CC2C(=O)NCCN2Cc2ccoc2)nc2c1CCCC2 (stereo not given),100,0,-3,1,101,96,13,-7,-11,2,0.6
Nc1c(C(=O)Nc2cccc(Cl)c2Cl)sc2nc(-c3cccnc3)ccc12,94,0,-7,-13,95,91,10,-4,-10,-1,-0.2
O=C(CSc1nc(-c2ccc(F)cc2)cc(C(F)(F)F)n1)NCc1cccs1,97,0,-3,-1,96,97,10,2,-5,8,0.3

# Another view of part of the listing above.
SMILES | RGS8-Gao reg | Bcl-W Bim block | Bim-Bcl-XL | Bim-Bfl-1 | RGS4-Gao reg | RGS7-Gao | GSH fluor | Bim-Bcl-2 | Bcl-B Bim block | ABCG2 block | ABCB1 inh
CCC/C(=N\NC(=O)c1ccc(CSc2nncn2C)cc1)c1ccccc1 | 98 | -2 | -8 | -2 | 96 | 103 | 6 | -3 | -5 | 5 | 0.4
O=C(CSc1nc(-c2ccc(F)cc2)cc(C(F)(F)F)n1)NCc1cccs1 | 97 | 0 | -3 | -1 | 96 | 97 | 10 | 2 | -5 | 8 | 0.3
Cc1nc(CCNC(=O)CC2C(=O)NCCN2Cc2ccoc2)nc2c1CCCC2 (stereo not given) | 100 | 0 | -3 | 1 | 101 | 96 | 13 | -7 | -11 | 2 | 0.6

# Arranged by heavy-atom count (smallest number first): part of the list above.
SMILES,RGS8-Gao reg,Bcl-W Bim block,Bim-Bcl-XL,Bim-Bfl-1,RGS4-Gao reg,RGS7-Gao,GSH fluor,Bim-Bcl-2,Bcl-B Bim block,ABCG2 block,ABCB1 inh
C=CCNCCCCOc1ccc(C)cc1[N+](=O)[O-],101,0,-6,-17,101,102,28,-9,-8,-3,0.4
O=C(CCc1ccccc1)OCC(=O)c1ccc(Br)cc1,100,-3,-6,-3,96,92,5,-2,-7,3,0.5
CCOC(=O)C1CCN(Cc2cnc(Oc3ccc(N)cc3)s2)CC1,100,2,0,-7,97,98,11,-4,-5,-7,-4.4
Cc1nc(CCNC(=O)CC2C(=O)NCCN2Cc2ccoc2)nc2c1CCCC2 (stereo not given),100,0,-3,1,101,96,13,-7,-11,2,0.6

# (listing goes on)
SMILES,RGS8-Gao reg,Bcl-W Bim block,Bim-Bcl-XL,Bim-Bfl-1,RGS4-Gao reg,RGS7-Gao,GSH fluor,Bim-Bcl-2,Bcl-B Bim block,ABCG2 block,ABCB1 inh
COc1ccccc1C1C(C#N)=C(N)Oc2cc(C)n(CCCn3ccnc3)c(=O)c21 (stereo not given),98,-2,-9,-19,94,95,25,-8,-8,11,2.0
O=C(Nc1cc(S(=O)(=O)N2CCOCC2)ccc1N1CCOCC1)c1ccc(S(=O)(=O)N2CCCCC2)cc1,94,-4,-2,3,97,95,12,0,-1,19,1.5
COC(=O)c1cc2nc(-c3ccc(OC)cc3)cc(C(F)(F)F)n2n1,96,4,1,-9,90,92,59,-4,-6,12,0.7
CC(=O)Nc1ccc(S(=O)(=O)N(C)CC(=O)OCC(=O)N2CCc3ccccc32)cc1,97,1,-3,-10,98,98,48,-7,-5,0,-0.1
Cc1noc(C)c1C(=O)OCC(=O)Nc1cccc(S(N)(=O)=O)c1,101,0,-1,-4,98,?,18,-1,-1,0,0.1
COc1cccc(-c2cc(C(=O)Nc3cnn(Cc4ccc(F)cc4)c3)no2)c1,100,0,1,-14,98,99,21,-5,-5,17,-0.5
COc1ccc(S(=O)(=O)N2CCCC2C(=O)Nc2nc3c(s2)CCCC3)cc1 (stereo not given),103,-4,-6,-18,105,103,35,-11,-8,39,2.5
COc1ccccc1-n1cnc2cc(NC(=O)c3ccco3)ccc21,98,0,3,1,103,105,10,0,1,13,1.1
COc1ccc(Br)cc1CNC(=O)Cc1c(C(=O)O)[nH]c2ccc(Cl)cc12,97,0,-4,-2,94,?,16,-2,0,-2,0.7
Cc1ccc(-c2nnn(CC(=O)N(c3ccc(F)cc3)C(C(=O)NC3CCCC3)c3ccco3)n2)o1 (stereo not given),99,-6,-10,-14,102,104,29,-11,-8,13,0.0
COc1cc2c(cc1OC)CN(C(=O)CSc1nc3[nH]ncc3c(=O)n1-c1ccccc1)CC2,102,0,-5,-8,104,105,20,-9,-7,0,0.1
COc1cc(C(=O)OCCc2c(C)nc3nc[nH]n3c2=O)cc(OC)c1OC,106,-9,-12,-16,104,110,13,-10,-20,3,0.2
C=CCNCCOc1ccc(C)cc1[N+](=O)[O-],98,-1,0,-4,99,95,11,0,-2,0,0.1
O=C(COC(=O)CCSc1ccccc1Cl)Nc1ccc(F)cc1F,100,-6,-3,-4,99,106,11,-7,-5,5,0.3
C=CCc1c(C)c(C#N)c2nc3ccccc3n2c1NCCN(C)C,96,-3,-12,-18,100,99,28,-11,-9,20,6.5
COc1ccc(Cn2nnnc2C(c2ccc(F)cc2)N2CCN(C3CCCC3)CC2)cc1 (stereo not given),101,0,0,2,100,98,27,0,-1,4,1.7
O=C(NCCc1ccc(F)cc1)c1cc(=O)c2ccccc2o1,98,1,0,0,98,102,10,0,0,43,2.3
Cc1cc2c(=O)n(C)c(SCC(=O)c3cc4ccccc4o3)nc2s1,104,0,0,0,105,105,12,0,0,2,0.4
O=C(NCc1ccc2c(c1)OCO2)c1ccc(CS(=O)(=O)c2ccc(Br)cc2)o1,95,3,-1,-7,92,89,22,-3,-5,4,1.0
C=CCNC(=O)c1ccc(C(=O)c2ccccc2)cc1,102,-2,-2,0,103,102,20,3,-2,6,0.9
CCO/N=C/C(=O)Nc1ccc(F)cc1F,95,-3,-2,-6,99,97,17,0,-1,2,0.1
Cc1ccc(C)c(N2CCN(C(=O)CCc3nc4ccccc4[nH]3)CC2)c1,104,-4,-6,-1,106,100,12,-1,-4,8,3.5
CCCCNC(=O)c1onc(CSc2cccc(Cl)c2)c1C(=O)O,104,1,-5,-9,104,104,34,-9,-7,3,0.6
O=C(Nc1ccc2c(c1)OCCO2)c1ccc(NC(=O)C2CCCO2)cc1 (stereo not given),98,0,-5,-8,97,103,9,-10,-11,3,0.5
C/C(=N\NC(=O)c1cccc(N2CCCC2=O)c1)c1ccc(N)cc1,101,0,-1,-4,104,102,12,-3,-7,0,-0.6
COC(=O)c1cc(=O)nc2scc(C)n12,93,-3,-5,-2,95,98,14,-3,-1,3,0.3
Cc1nn(-c2ccc(C(=O)OC(C)C)cc2)c(C)c1[N+](=O)[O-],100,-4,-1,-2,101,96,22,1,-5,7,0.5
Nc1nc(CN2CCCCCC2)nc(Nc2ccccc2)n1,103,0,0,-10,98,99,31,-8,-4,1,0.3
CCCCCn1c(Sc2ccccc2)nc2c1c(=O)[nH]c(=O)n2C,103,1,-3,-9,99,98,25,-6,-7,4,2.7
CCOc1ccc2nc(N3CCCCCC3)sc2c1,101,0,-4,0,101,102,15,0,0,0,0.3
O=C1c2ccccc2C(=O)N1CC(=O)N1c2ccccc2CCc2ccccc21,103,-2,0,-1,105,108,21,0,-7,1,0.5
O=C(/C=C/c1ccc(Cl)cc1Cl)c1nc2ccccc2[nH]1,95,2,2,3,99,99,12,3,-4,2,0.4
COc1ccccc1N(CC(=O)NC1CCCC1)C(=O)c1oc(C(C)(C)C)cc1C,98,-1,-3,-4,99,96,15,-2,-2,4,1.9
COc1ccccc1OCCn1c(=O)sc2ccccc21,100,1,0,-8,102,101,40,-7,-6,2,0.2
O=S(=O)(c1cccc(C(F)(F)F)c1)N1CCC(O)(c2cccnc2)CC1,104,0,4,-13,101,103,51,-11,-6,3,0.7
CC1C=CCC2C(=O)N(c3ccccc3OC(=O)c3ccco3)C(=O)C12 (stereo not given),101,-1,-1,-5,103,104,9,0,-1,1,1.3
Cc1onc(-c2ccccc2Cl)c1C(=O)Nc1ccc(S(=O)(=O)NCC2CCCO2)cc1 (stereo not given),101,1,0,1,100,101,20,-3,-1,0,-0.1
O=C(NNc1nc(Nc2ccccc2)nc(N2CCOCC2)n1)Nc1ccc(Cl)cc1,106,1,-3,-10,105,102,16,-4,-10,2,0.1
O=C(NC1CCCC1)c1cccc(S(=O)(=O)N2CCCCC2)c1,101,-3,0,-2,103,99,20,-2,-4,3,0.9
COc1cccc(C(C(=O)NC2CCCC2)N(CC2CCCO2)C(=O)Cc2cccs2)c1 (stereo not given),95,0,-7,-4,93,98,23,-5,-5,1,0.0

# Compound activity as filed in PubChem.
